# Assay outcomes (PubChem BioAssay)
# Autophagy mod: modulators of autophagy | MEF GFP-LC3 puncta imaging; test concentration mostly 10 µM | 190,000 compounds, 0.98% hits | calls only at 10 µM (by protocol);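 active = percentage of spot-positive cells more than 3 SD above its plate mean, without a fluorescence outlier flag or 80% toxicity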;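 note: spot-positive cell cutoff set from DMSO-treated cells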
# WT yeast gro inh: growth inhibition of WT yeast, mitochondrial fusion screen | mitochondrial fusion phenotypic screen, WT strain | inhibition, % at 10 µM | AID 1362 | 190,000 compounds, 2.1% hits; in the data active = inhibition above about 58%; tested in S. cerevisiae
# T cell modulator: modulates CD8 T cell binding to vesicles. 2C CD8+ T cell-vesicle binding, flow cytometry; active compounds read low. calls only at 7 µM. 330,000 compounds, 0.068% hits;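 active = response, share of CD8 T cells binding vesicles, and their 90th percentile fluorescence all below set limits, cut at about 80% in these data, passing the limit was not always enough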
#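 Incubation: binding step 1.5 h, 37 °C, antibody labelling 20 min, ice; system: murine 2C transgenic CD8+ T lymphocytes; technique: cytometric PE anti-B7-1 and Alexa647 anti-CD8 signals after 1% paraformaldehyde fixation; also added: QL9-charged Drosophila Ld/ICAM-1/B7-1 vesicles; control set: naked versus QL9-loaded vesicles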
# M1AAP inhibition: P. falciparum M1AAP inhibitors, biochemical, fluorogenic H-Leu-NHMec substrate, 1536-well (AID 1445) | recombinant M1AAP, H-Leu-NHMec fluorogenic kinetic assay; higher % means a stronger effect | inhibition, % at 30 µM; hits with a dose series show IC50 in µM | 220,000 compounds, 0.42% hits;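 active = primary inhibition above the hit cutoff, then over 50% inhibition at one or more dose response concentrations, cut at about 23% in these data, passing the limit was not always enough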;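 note: plate controls were DMSO full reaction for no effect and no enzyme background for full effect; strong numbers were not always called active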
# Dynein transport: dynein cargo transport inhibition. 3617.4 mouse cells, GR-EGFP nuclear translocation imaging; test concentration mostly 20 µM; stimulated with dexamethasone, 1 µM; active compounds read low. 220,000 compounds, 0.47% hits. z-score, hits read low;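 active = plate z-score of nuclear minus cytoplasmic receptor signal below a set negative limit, without overly bright fluorescence or cell loss, cut at about -3.5 in these data, passing the limit was not always enough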;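 note: z-score of nuclear minus cytoplasmic ring GR-EGFP intensity difference per well; some compounds called inactive have numbers as strong as hits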
#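 Buffer or medium – tet-free medium with charcoal-stripped serum · Signal – automated 10x imaging of fixed Hoechst-stained cells · Also added – dexamethasone agonist, 1.0 µM final, for 30 min · Incubation – induction 48 h, compound 1 h, agonist 30 min · Read-out – GR-EGFP nuclear translocation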
# MT stabilizer: stabilizes microtubules in HeLa cells | HeLa tubulin immunostaining HCS, 24 h; share of cells brighter than vehicle mean+2SD | % tubulin-high responders, % at 10 µM | 200,000 compounds, 0.83% hits | AID 2205;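 active = plate Z-score above 3 for both tubulin-high and condensed-nucleus cell shares, with cell loss under 80%, at 10 µM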;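 note: anti alpha tubulin signal scored within the nucleus-defined area of each cell; some results filed as inactive read as strong as hits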
# b-catenin transl: modulators of beta-catenin nuclear translocation | HeLa beta-catenin nuclear translocation, immunofluorescence imaging | nuclear translocation activity, % at 5 µM | 190,000 compounds, 0.3% hits | AID 1665;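 active = nuclear translocation activity above 50% at 5 µM, with a well cell count of 50 or more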;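 note: per-cell ratio of nuclear to cytoplasmic median beta-catenin stain intensity; plate controls were DMSO negative control for no effect and GSK-3 inhibitor IX positive control for full effect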
#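 Test system: human HeLa cells, endogenous beta-catenin. Times: 24 h compound exposure, 37°C. Measured by: beta-catenin immunofluorescence imaging with DAPI.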
# Yfh1-off respiration: enhancers of respiration in Yfh1-depleted yeast, dose response, Friedreich's ataxia, plus single-dose screen (AID 1465). S. cerevisiae Yfh1-off respiration, WST-1 reduction, 72 h; higher fold induction means a stronger effect. fold induction at 50 µM; hits with a dose series show EC50 in µM. 220,000 compounds, 0.074% hits;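 active = fold induction of absorbance versus untreated yeast above a set limit, then at least 30% activation at any dose in follow-up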;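 note: activators that raise dye reduction in frataxin-depleted yeast; strong numbers were not always called active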
# P. falciparum M17LAP: P. falciparum M17LAP inhibitors, primary screen, biochemical, fluorogenic H-Leu-NHMec substrate, 1536-well (AID 1619) | 220,000 compounds, 0.38% hits | recombinant M17LAP, H-Leu-NHMec fluorogenic kinetic assay; higher % means a stronger effect | inhibition, % at 30 µM, or IC50 in µM where a hit was titrated;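 active = compound inhibiting the enzyme by more than half at any dose during confirmatory dose-response retesting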;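 note: plate controls were full reaction with DMSO carrier for no effect and no enzyme background for full effect; strong numbers were not always called active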
# WT yeast gro inh mutant strain: recorded beside WT yeast gro inh, whose call it bears; inhibition, %; mitochondrial fusion phenotypic screen, mutant strain inhibition
# Dynein transport cytoplasmic EGFP: also measured in Dynein transport; calls as there; z-score; measured here: cytoplasmic GR-EGFP intensity; active compounds read high
# Dynein transport nuclear GR-EGFP: recorded beside Dynein transport, whose call it bears; z-score; measured here: nuclear GR-EGFP intensity;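 lower value marks the stronger effect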
# Dynein transport cell count: further read-out of Dynein transport, marked with its call; z-score; measured here: cell count per field
# b-catenin transl cell count 5 µM: second read-out of b-catenin transl, no call of its own (marks repeat the call); cell count; measured here: cell count, cytotoxicity flag
# T cell modulator vesicle-bound %: recorded beside T cell modulator, whose call it bears; double positive events, %; measured here: CD8+ vesicle-bound cell fraction;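 binding gate set so that unloaded-vesicle control wells show 10% double positive cells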
# MT stabilizer Hoechst-high %: second read-out of MT stabilizer, no call of its own (marks repeat the call); % Hoechst-high responders; measured here: nuclear condensation Hoechst responders;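 share of cells brighter than vehicle mean plus two SD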
# MT stabilizer cytotoxicity %: second read-out of MT stabilizer, no call of its own (marks repeat the call); toxicity, %; measured here: cytotoxicity by cell density;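 0% = mean cell density of plate MIN control wells and 100% = no cells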
# Autophagy mod cell loss 18 h: also measured in Autophagy mod; calls as there; toxicity, %; measured here: cell loss, nuclei count;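 cell loss after 18 h compound exposure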
# Active calls of the source: *; i = inactive; · = not tested or not shown.
SMILES,Autophagy mod,Autophagy mod cell loss 18 h,WT yeast gro inh,WT yeast gro inh mutant strain,T cell modulator,T cell modulator vesicle-bound %,M1AAP inhibition,Dynein transport,Dynein transport cytoplasmic EGFP,Dynein transport nuclear GR-EGFP,Dynein transport cell count,MT stabilizer,MT stabilizer Hoechst-high %,MT stabilizer cytotoxicity %,b-catenin transl,b-catenin transl cell count 5 µM,Yfh1-off respiration,P. falciparum M17LAP
COc1ccc(NC(=S)NCCCN2CCCC2)cc1,i,-0.7,-2.3,7.7,i,21.1,6.7%,0.435,-0.276,0.514,-0.524,3.7,2.8,11.4,-1.1,1082,i,-3.8%
CC(=O)c1ccc(OCc2ccccc2)c(C)c1O,i,-53.2,-8.2,1.7,·,·,3.1%,-0.286,-0.261,0.225,0.65,4.7,3.5,2.1,·,·,i,-2.1%
CC(=O)N(OCc1ccc(OC(C)C)c(Cl)c1)C(C)=O,·,·,·,·,i,24.8,6.6%,-0.991,-0.269,-0.44,1.45,·,·,·,0.5,1353,i,1.9%
CC1=C(C(=O)N2CCOCC2)C(c2cc(C)cs2)NC(=O)N1 (stereo unspecified),i,1.8,2.3,0.9,i,49.0,-0.9%,-0.552,-0.237,0.0316,-0.0197,3.1,0.4,61.4,·,·,i,38.4%
CCC(CC)NC(=O)CC(c1ccccc1)c1ccccc1,i,-0.3,-4.7,-10.1,i,32.3,-4.0%,0.9,-0.116,1.41,-0.797,4.7,2.4,7.8,-3.3,1109,i,-9.8%
COC(=O)NNC(=O)C(C)Oc1ccc(Cl)cc1Cl (stereo unspecified),i,34.0,12.4,13.0,i,58.6,7.3%,0.443,-0.253,0.415,1.03,2.5,1.6,7.3,-1.0,1090,i,0.8%
O=c1c2ccccc2nnn1-c1ccc(Br)cc1,·,·,·,·,i,15.0,0.3%,0.79,-0.18,1.04,-1.06,·,·,·,1.0,1370,i,-4.7%
c1ccc(-c2nc(N3CCCCCC3)c3ccccc3n2)nc1,i,5.4,-12.3,-8.7,i,52.3,-6.0%,0.0992,-0.038,0.274,-0.25,4.2,1.0,13.9,4.5,1161,i,24.1%
Cn1c(=O)c(Sc2ccc(Cl)cc2)c(O)c2ccccc21,i,-8.0,-4.8,-1.3,i,40.6,2.8%,-0.26,-0.142,-0.184,1.36,3.8,3.3,11.8,-6.0,601,i,-42.0%
CCOC(=O)c1sc2nc[nH]c(=O)c2c1C,i,5.4,17.2,-0.5,i,13.0,-2.2%,-0.491,-0.134,-0.06,0.583,1.1,1.5,10.2,·,·,i,-3.2%
CSC(=NS(=O)(=O)c1ccc(C)cc1)SC,i,-6.3,4.7,-5.4,i,35.0,0.3%,-0.11,-0.367,0.397,-0.865,4.2,0.8,2.9,0.5,961,i,-0.7%
O=c1c2ccccc2nc(-c2ccco2)n1-c1nc2ccccc2s1,i,1.0,-9.6,4.2,i,62.9,1.5%,-0.565,-0.273,-0.0994,1.07,2.7,1.5,4.1,-3.2,1001,i,-2.9%
CC(=O)Nc1cc(OC(=O)c2ccco2)cc(OC(=O)c2ccco2)c1,i,0.8,4.0,5.6,i,38.1,-0.4%,0.686,-0.257,0.433,0.655,3.7,2.7,4.8,1.6,1110,i,8.0%
CC(C)(O)CC[C@@H](O)[C@](C)(O)[C@H]1CC[C@@]2(O)C3=CC(=O)[C@@H]4C[C@@H](O)[C@@H](O)C[C@]4(C)C3CC[C@]12C (stereo partly specified),i,-1.3,8.4,-7.9,i,58.8,-4.3%,-0.471,-0.233,-0.139,0.459,3.7,1.6,11.2,-1.3,1096,i,-2.7%
COc1ccc(CSc2n[nH]c(C)n2)cc1Br,i,-0.3,-1.1,10.6,i,20.7,1.5%,-0.387,-0.28,0.0921,0.167,6.2,2.4,5.9,-0.7,1408,i,2.1%
COc1ccc(C(NC(=O)C(C)C)c2c(O)ccc3ccccc23)cc1OC (stereo unspecified),i,3.2,3.0,14.5,i,0.0,4.5%,0.0294,-0.258,0.0077,0.854,3.3,1.4,3.2,-0.9,875,i,-8.7%
CCOC(=O)c1c(N=CN(C)C)c2cc([N+](=O)[O-])cnc2n1C,·,·,·,·,i,20.8,10.7%,1.59,-0.196,0.922,-1.38,·,·,·,2.4,1227,i,7.2%
CC1=CC(C)(C)N=C(Nc2nc(C)c3cc(C)cc(C)c3n2)N1,i,18.4,13.1,-9.0,i,18.0,5.7%,-0.381,-0.191,-0.189,0.721,2.7,1.5,8.0,-2.0,1110,i,5.7%
COc1ccc(/C=C2/CCc3ccccc3C2=O)cc1OC,i,-4.6,-8.5,21.6,i,4.5,7.0%,-0.345,-0.242,-0.543,0.368,1.6,3.9,8.3,0.5,923,i,12.4%
COC(=O)c1sc2ccccc2c1-n1cccc1C(=O)C(=O)Nc1ccc(OC)cc1,i,-23.0,-0.5,-6.5,i,57.7,6.4%,0.101,-0.387,0.21,0.000664,21.9*,68.2*,46.9*,·,·,i,3.2%

# Overlap with the part before: 4 compounds, followed by the next part.
SMILES,Autophagy mod,Autophagy mod cell loss 18 h,WT yeast gro inh,WT yeast gro inh mutant strain,T cell modulator,T cell modulator vesicle-bound %,M1AAP inhibition,Dynein transport,Dynein transport cytoplasmic EGFP,Dynein transport nuclear GR-EGFP,Dynein transport cell count,MT stabilizer,MT stabilizer Hoechst-high %,MT stabilizer cytotoxicity %,b-catenin transl,b-catenin transl cell count 5 µM,Yfh1-off respiration,P. falciparum M17LAP
CCOC(=O)c1c(N=CN(C)C)c2cc([N+](=O)[O-])cnc2n1C,·,·,·,·,i,20.8,10.7%,1.59,-0.196,0.922,-1.38,·,·,·,2.4,1227,i,7.2%
CC1=CC(C)(C)N=C(Nc2nc(C)c3cc(C)cc(C)c3n2)N1,i,18.4,13.1,-9.0,i,18.0,5.7%,-0.381,-0.191,-0.189,0.721,2.7,1.5,8.0,-2.0,1110,i,5.7%
COc1ccc(/C=C2/CCc3ccccc3C2=O)cc1OC,i,-4.6,-8.5,21.6,i,4.5,7.0%,-0.345,-0.242,-0.543,0.368,1.6,3.9,8.3,0.5,923,i,12.4%
COC(=O)c1sc2ccccc2c1-n1cccc1C(=O)C(=O)Nc1ccc(OC)cc1,i,-23.0,-0.5,-6.5,i,57.7,6.4%,0.101,-0.387,0.21,0.000664,21.9*,68.2*,46.9*,·,·,i,3.2%
COc1ccc(CC(=O)Nc2cc(S(=O)(=O)N3CCCCC3)ccc2C)cc1OC,i,-8.2,-5.8,7.6,i,23.1,-0.2%,-0.355,-0.219,-0.0453,0.332,3.6,2.2,1.7,1.1,1033,i,-5.3%
CC1(C)COC(c2ccc(F)c([N+](=O)[O-])c2)=N1,i,-6.5,-4.6,1.6,i,30.9,-4.2%,-3.49,0.391,-1.87,0.197,1.4,2.5,13.5,0.2,1133,i,-8.3%
CCC1CCCCN1C(=O)c1c[nH]c2ccc(S(=O)(=O)N(C)c3ccc(Cl)cc3)cc2c1=O (stereo unspecified),i,-1.7,9.8,13.2,i,57.1,16.8%,-0.299,-0.38,-0.173,0.167,0.9,2.0,10.7,-10.3,1138,i,-2.9%
c1c2c(cc3sc(N4CCCCC4)nc13)OCO2,i,2.5,11.4,8.2,i,63.6,-0.1%,-0.573,-0.46,-0.249,-0.0471,2.8,1.8,10.1,·,·,·,-3.5%
COc1ccccc1N1CCN(C(=O)c2cc3c(-c4ccc(Cl)cc4)nn(C)c3s2)CC1,i,6.0,9.7,-9.1,i,38.4,3.0%,-0.856,-0.225,-0.368,0.221,3.2,4.4,6.7,·,·,i,-1.5%
O=C(CC(=O)N/N=C/c1ccc(O)cc1)N/N=C/c1ccc(O)cc1,·,·,·,·,i,24.3,19.6%,1.68,-0.107,1.34,-1.28,·,·,·,-0.9,1317,i,11.9%
COc1cc(C(=O)NCCNC(=O)C2CCCNC2=O)cc(OC)c1OC (stereo unspecified),·,·,·,·,i,39.8,-2.4%,1.96,0.0336,1.38,-1.89,·,·,·,1.0,1293,i,-3.5%
CCOc1ccc(Nc2nc(N)nc(CCl)n2)cc1,·,·,·,·,i,46.4,8.0%,-0.711,-0.00343,-0.7,-0.706,·,·,·,2.4,1006,i,-3.9%
O=C(O)c1ccc2c(c1)C(=O)N(Cc1ccccc1)C2=O,i,-1.1,-10.4,2.2,i,20.0,4.6%,0.175,-0.202,-0.0322,-0.175,1.7,1.7,6.4,0.7,1054,i,-17.2%
O=C(NCc1ccccn1)c1nc(-c2ccc(C(F)(F)F)cc2)no1,i,-15.5,2.9,-11.2,i,60.0,1.4%,-0.379,-0.272,-0.0177,1.11,2.8,1.6,6.8,-0.5,901,i,-3.2%
CS(=O)(=O)N(Cc1ccccc1)c1ccc(C(=O)NCc2ccccc2)cc1,i,-2.2,-16.5,-8.3,i,11.0,-7.0%,1.24,0.0793,1.4,-0.631,2.2,0.8,1.1,4.5,1152,i,-5.5%
